Assay outcomes: PubChem, several laboratories
PAD4 FP inh: human PAD4 inhibitors, primary screen, biochemical, fluorescence polarization, 1536-well format | Protein-arginine deiminase type-4 (Homo sapiens), Q9UM07 | recombinant PAD4, RCA probe fluorescence polarization | inhibition, % at 6.36 µM | hit rate 0.41% among 330,000 | AID 485272, 2010;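 active = percent inhibition above a cutoff equal to the mean of all tested compounds plus 3 SD, cut at about 15% in these data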;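 also: 0% = PAD4 with RCA probe and DMSO and 100% = probe without PAD4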
GSTO1 counter: inhibitors of recombinant GSTO1, primary screen, counter-screen for RBBP9 inhibitor project, biochemical, fluorescence polarization; Glutathione S-transferase omega-1 (Homo sapiens), P78417; activity-based probe fluorescence polarization; inhibition, % at 5.96 µM; hit rate 1.1% among 300,000;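 active = inhibition above the campaign mean inhibition plus 3 SD, cut at about 35% in these data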;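 also: 0% = GSTO1-1 with DMSO and 100% = wells lacking GSTO1-1 enzyme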
Target sequence (P78417 whole entry, looked up): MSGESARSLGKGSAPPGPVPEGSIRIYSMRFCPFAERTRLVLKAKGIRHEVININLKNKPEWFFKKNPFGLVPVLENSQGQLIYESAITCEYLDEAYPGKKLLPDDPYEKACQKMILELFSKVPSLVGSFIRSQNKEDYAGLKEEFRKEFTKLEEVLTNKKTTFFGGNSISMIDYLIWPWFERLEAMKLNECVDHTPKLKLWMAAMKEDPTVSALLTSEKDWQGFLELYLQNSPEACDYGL
Fam108B counter: mouse Fam108B serine hydrolase inhibitors, primary screen, counter-screen for RBBP9 inhibitor project, biochemical, fluorescence polarization; inhibition, % at 9.51 µM; recombinant Fam108B, FP-Rh probe fluorescence polarization; hit rate 0.33% among 300,000;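 active = inhibition above the screen mean inhibition plus 3 SD, computed separately per campaign, cut at about 18% in these data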;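 also: inhibitors lower polarization as less probe binds the enzyme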
MCL1 BIM primary: inhibitors of MCL1 binding to BIM-BH3, primary screen, biochemical, fluorescence polarization | GST-MCL1 / FITC-Bim-BH3 fluorescence polarization | inhibition, % at 10.9 µM | hit rate 0.68% among 320,000 | AID 2057, 2009;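 active = inhibition above the mean inhibition of all tested compounds plus 3 SD, set per campaign, cut at about 40% in these data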;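 also: 0% = DMSO wells and 100% = unlabeled Bim-BH3 peptide control; higher means more loss of mP so more displacement of Bim peptide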
Target sequence (Q07820 whole entry, looked up): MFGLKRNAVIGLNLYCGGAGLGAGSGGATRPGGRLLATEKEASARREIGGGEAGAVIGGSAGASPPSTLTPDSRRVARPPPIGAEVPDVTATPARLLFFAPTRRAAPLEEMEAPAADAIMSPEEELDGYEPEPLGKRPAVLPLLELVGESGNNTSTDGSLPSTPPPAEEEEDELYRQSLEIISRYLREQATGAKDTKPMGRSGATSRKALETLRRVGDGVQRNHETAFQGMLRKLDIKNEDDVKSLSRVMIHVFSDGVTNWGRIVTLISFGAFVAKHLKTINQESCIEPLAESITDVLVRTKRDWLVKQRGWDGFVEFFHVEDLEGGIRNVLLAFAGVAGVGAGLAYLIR
MEX-5 binding: MEX-5 zinc finger RNA-binding disruptors – biochemical, C. elegans, fluorescence polarization, MLPCN library, primary screen; Zinc finger protein mex-5 (Caenorhabditis elegans), Q9XUB2; MEX-5/FITC-TCR2 RNA binding; hits give low values; activity score (negative = inhibition of binding), % at 10 µM; hit rate 0.38% among 300,000; AID 1832, 2009;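 active = inhibition past about -25% in most replicates, and total fluorescence under double the plate's negative control median, limit read from the data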;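 also: 0% = DMSO and -100% = 5 µM competing unlabeled TCR2 RNA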
GLD-1 TGE inh: GLD-1/TGE RNA complex disruptors, primary screen, biochemical, fluorescence polarization; purified GLD-1 + fluorescein TGE RNA; inhibition, % at 5.96 µM; hit rate 0.44% among 320,000; AID 2280, 2010;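 active = percent inhibition above a per-plate cutoff, the plate mean of test compounds plus 3 SD, cut at about 30% in these data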;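 also: 0% = DMSO wells with GLD-1 and probe and 100% = wells lacking GLD-1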
TPT1 inhibitor: Candida albicans TPT1 enzyme inhibitors, primary screen, biochemical, fluorescence polarization | tRNA 2'-phosphotransferase TPT1 (Candida albicans SC5314) | recombinant caTPT1, FP RNA substrate dephosphorylation | inhibition, % at 5 µM | hit rate 0.81% among 300,000;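 active = inhibition above the mean of all tested compounds plus 3 SD, set per screening campaign, cut at about 24% in these data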;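 also: plate controls were DMSO alone for no effect and ferristatin control at 100 nM for full effect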
BCLXL inh: inhibitors of human Bcl-xL, primary screen, biochemical, fluorescence polarization, HTS. GST-Bcl-xL / FITC-Bim BH3 peptide fluorescence polarization. hit rate 0.7% among 320,000. Bcl-2-like protein 1 (Homo sapiens), Q07817. inhibition, % at 10.9 µM;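 active = inhibition above the mean of all tested compounds plus 3 SD, cutoff set per campaign, cut at about 30% in these data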;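 also: 0% = DMSO wells and 100% = unlabeled Bim-BH3 peptide competitor; inhibitors lower millipolarization by displacing the labeled peptide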
PME-1 inh: PME-1 inhibitors via competitive probe labeling, primary screen, biochemical, fluorescence polarization, FP-Rh probe, HTS; recombinant PME-1; inhibition, % at 5.9 µM; hit rate 0.53% among 320,000; AID 2130, 2009;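 active = inhibition above the campaign mean of all compounds plus 3 SD, cut at about 26% in these data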;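 also: competitive labeling of PME-1 active site by serine hydrolase directed probe; 0% = PME-1 with DMSO and 100% = wells lacking PME-1 enzyme; inhibitors block probe labeling so polarization falls and inhibition rises; many of its hits are not listed in these tables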
Target sequence (Q9Y570 whole entry, looked up): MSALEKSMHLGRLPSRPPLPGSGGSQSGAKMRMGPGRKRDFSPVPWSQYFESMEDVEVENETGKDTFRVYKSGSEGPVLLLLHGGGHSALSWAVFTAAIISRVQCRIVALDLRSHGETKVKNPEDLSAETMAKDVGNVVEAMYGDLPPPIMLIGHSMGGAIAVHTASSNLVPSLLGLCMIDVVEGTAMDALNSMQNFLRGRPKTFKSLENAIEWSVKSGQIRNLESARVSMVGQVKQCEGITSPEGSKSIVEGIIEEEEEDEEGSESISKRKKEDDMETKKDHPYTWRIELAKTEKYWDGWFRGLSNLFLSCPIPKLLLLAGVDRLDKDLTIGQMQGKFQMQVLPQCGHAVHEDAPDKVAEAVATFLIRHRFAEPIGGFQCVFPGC
* hit, by the source's call; . = not tested or not shown. These rows are one share of the data; the hit share may differ from the screen's.

SMILES | PAD4 FP inh | GSTO1 counter | Fam108B counter | MCL1 BIM primary | MEX-5 binding | GLD-1 TGE inh | TPT1 inhibitor | BCLXL inh | PME-1 inh
CC1C(=O)NN=C1C(=O)N/N=C/c1ccco1 (configuration not stated) | -7 | -1 | 3 | 3 | -26* | 9 | -2 | 2 | -3
COc1cc(NC2c3ncccc3C(=O)N2Cc2ccco2)cc(OC)c1OC (configuration not stated) | 0 | 2 | 0 | 10 | -0.4 | -5 | -4 | 5 | 6
C#CCOCCOCCOCCNc1nc(N2CCN(C(=O)[C@H](CCCCN)n3cc([C@@H](N)C(C)CC)nn3)CC2)nc(N2CCN(C(=O)[C@H](Cc3ccc(O)cc3)n3cc([C@@H](N)C(C)CC)nn3)CC2)n1 (some centres not stated) | -3 | 0 | -4 | 0 | 1.9 | 1 | 0 | 3 | -5
COC(=O)Nc1sccc1C(=O)Nc1sccc1C(=O)OC | -10 | -10 | -9 | -9 | -1.8 | -5 | 22 | -5 | -5
COCCn1c(SCC(=O)c2c(N)n(C)c(=O)n(C)c2=O)nc2ccccc21 | -4 | 5 | -2 | -7 | 4.5 | 4 | 7 | -2 | 3
Cc1cc(C)c(C(=O)CC(=O)c2ccccc2Cl)c(O)c1 | -3 | 3 | 5 | -1 | -0.8 | -7 | -4 | 2 | 0
Clc1ccc(-c2nnc(-c3ccccc3)o2)c(Cl)c1 | 3 | 9 | -3 | -4 | 1.3 | 1 | 0 | 4 | -6
Cc1cc(NC(=O)c2cncc(Br)c2)ccc1NC(=O)c1cc2ccccc2o1 | 0 | -2 | -5 | -5 | -1.1 | 5 | 0 | 2 | 0
CC(C)n1c(-c2cccnc2)nc2cnccc21 | 3 | 7 | 2 | 7 | -1.2 | 4 | 1 | 9 | -6
CC(C)(C)c1csc(SCC(=O)Nc2ccc(Cl)cn2)n1 | 0 | 0 | 2 | 9 | -4.4 | 6 | -2 | 5 | 5
CCOC(=O)CN1C(=O)N[C@@H](c2ccccc2)C(C(C)=O)=C1C | -5 | 3 | 3 | 2 | . | 0 | 1 | 4 | 1
O=C(Cn1[nH]c(=O)c2ccccc2c1=O)OCC(=O)c1ccccc1Cl | 0 | 5 | 6 | -1 | -0.5 | 4 | 1 | 3 | -2
O=C(N/N=C/c1c(Cl)[nH]c2ccccc12)c1ccc2c(c1)OCCO2 | -3 | -2 | 5 | 4 | 0.7 | 4 | 3 | 4 | 29*
Cc1oc2c(CN3CCOCC3)c(O)ccc2c(=O)c1-c1ccc(Br)cc1 | -2 | 9 | 1 | 0 | -0.4 | -6 | -8 | 3 | -8
CN(C(=O)COC(=O)c1cccc(Cl)c1)C1CCS(=O)(=O)C1 (configuration not stated) | -8 | . | . | -5 | . | 2 | . | 0 | -2
Cc1nn(-c2ccccc2)c(OC(=O)c2cccs2)c1S(=O)(=O)c1ccccc1 | -4 | -7 | 1 | 8 | 0.5 | 7 | 3 | 6 | 3
Cc1ccc(NC(=S)NN2CCOCC2)c(C)c1 | 0 | 7 | 7 | 4 | -1.4 | -3 | 0 | 1 | 2
Cc1nc(SCC(=O)NC2CCCC2)[nH]c(=O)c1C | 3 | 7 | 3 | 8 | 1.7 | 8 | -6 | 4 | 3
CCCC(=O)N(Cc1cccnc1)c1nc2c(OC)ccc(Cl)c2s1 | -1 | 6 | 5 | 6 | 2.2 | 12 | 1 | 3 | 5
O=C(Cc1ccccc1)Nc1ccc2[nH]ncc2c1 | -2 | -3 | 0 | 9 | -1.3 | 7 | 2 | 3 | -7
COc1ccc(NC(=O)CN(C)S(=O)(=O)c2ccc3c(c2)CC(C)N3C(C)=O)cc1OC (configuration not stated) | -8 | -2 | -3 | -5 | 0.2 | -7 | 0 | 4 | 1
CC(=O)c1ccccc1OCCOCCOc1ccccc1C(C)=O | -6 | 5 | -1 | -1 | -1.9 | 3 | 5 | -1 | 0
Cc1ccn2c(NC3CCCC3)c(-c3ccncc3)nc2c1 | 5 | 3 | 6 | 0 | -11 | -1 | -2 | 3 | -1
O=C(NC1CCN(Cc2ccccc2)CC1)c1ccc(Cl)cc1Cl | -6 | 6 | -1 | -3 | -2.5 | 6 | 2 | -3 | 0
CC(NC(=O)C1(S(=O)(=O)c2ccc(Cl)cc2)CC1)c1ccccc1 (configuration not stated) | -1 | -1 | -3 | 1 | 2.3 | 10 | 0 | 5 | -5

Following part
SMILES | PAD4 FP inh | GSTO1 counter | Fam108B counter | MCL1 BIM primary | MEX-5 binding | GLD-1 TGE inh | TPT1 inhibitor | BCLXL inh | PME-1 inh
COCCn1c(SCC(=O)Nc2cc(C(C)(C)C)nn2-c2ccccc2)nnc1-c1ccncc1 | 1 | 1 | 6 | -9 | 4.5 | -4 | 1 | -3 | -2
Cc1nc(C)c(C(=O)Nc2ncc([N+](=O)[O-])s2)o1 | -5 | 15 | 10 | 31 | -2.6 | -5 | 1 | 15 | -1
Cc1ccc(S(=O)(=O)/N=C(/Nc2ccccn2)c2ccc(Cl)cc2)cc1 | 0 | 2 | -2 | 0 | -1.1 | -1 | 0 | 5 | -2
COCc1cccc(C2=CC(=O)C[C@H](c3ccc(F)cc3)C2)c1 | -4 | . | . | -6 | . | 6 | . | 1 | -1
N#CC1=C(N)SC(N)=C(C#N)C1c1c(Cl)cccc1Cl | -12 | -4 | -8 | -31 | -2.8 | -26 | 47* | -16 | -9
O=C(CSc1nnnn1-c1ccc(F)cc1)Nc1ccc(N2CCOCC2)c(Cl)c1 | -3 | 10 | -1 | 5 | 1.1 | 3 | -4 | 0 | -1
COc1ccc(C=O)cc1Cn1ccnc1C | 1 | 9 | 1 | 0 | 2.9 | 5 | 0 | 6 | -2
COc1ccc(NC(=O)NCCN2CCCCC2)cc1 | 2 | 4 | 1 | 13 | -1.0 | 1 | -5 | 6 | -4
CC(=O)N1c2ccc(S(=O)(=O)N3CCC(C(=O)N4CC(C)CC(C)C4)CC3)cc2CC1C (configuration not stated) | 3 | -5 | 1 | -1 | -2.9 | 1 | -2 | 3 | 0
COCCn1nnnc1C(CC(C)C)N1CCN(c2nc3ccccc3s2)CC1 (configuration not stated) | -2 | 11 | 0 | 4 | 1.1 | 6 | -2 | 2 | -1
CC(C)OC(=O)C1CC=CCC1C(=O)Nc1ccc(Cl)cc1 (configuration not stated) | 2 | 5 | 0 | -4 | 1.4 | 4 | 0 | 1 | -4
COc1ccccc1-c1nnc(NC(=O)c2ccc3c(c2)OCO3)s1 | 2 | 1 | -12 | -2 | -1.2 | 3 | 2 | -3 | -6
O=C(C(Cc1ccccc1)n1cccc1)N1CCN(c2ccccc2)CC1 (configuration not stated) | -1 | -2 | 0 | -4 | -1.4 | -6 | 2 | -5 | 1
COCCOC(=O)C1=C(C)N=C2SCCC(=O)N2C1c1cccc(Br)c1 (configuration not stated) | 2 | -6 | 0 | -11 | 2.4 | -4 | 1 | -5 | 3
CC(C)n1nnnc1SCC(=O)Nc1ccc2c(c1)OCCO2 | -2 | 15 | 4 | 7 | 3.9 | -3 | -2 | 5 | -1
CCCCC(=O)NC(=S)Nc1cccc(NC(=O)c2ccccc2)c1 | -5 | -14 | -3 | 13 | 0.6 | 3 | 2 | 3 | -6
Cn1c(N2CCCC2)nc2c1c(=O)n(Cc1cccc(F)c1)c(=O)n2C | -5 | -2 | 3 | 7 | -0.2 | 7 | 0 | 7 | 0
Cc1nc2c(C)cccn2c(=O)c1NC(=O)c1ccco1 | -1 | 3 | 1 | 5 | 2.0 | 7 | -2 | 4 | 2
COc1ccc(-c2n[nH]c(=S)n2-c2ccc(Br)cc2)cc1OC | 2 | 1 | -3 | -27 | -2.1 | 7 | 0 | -10 | 0
Cc1ccccc1S(=O)(=O)Cc1ccc(C(=O)NC2CCC(C)CC2)o1 (configuration not stated) | -6 | -8 | 12 | -4 | 1.0 | 0 | 2 | 2 | 4
OCCNc1nc(N2CCCCC2)nc2ccccc12 | -5 | -4 | 2 | -3 | -1.1 | 6 | 0 | 5 | 1
COc1cccc(NC(=O)COc2nc3ccccc3nc2C)c1 | 2 | -4 | -3 | -15 | 3.4 | -9 | 16 | 0 | -1
CC1CCN(C(=O)c2ccc3c(c2NCCO)C(=O)c2ccccc2C3=O)CC1 | -9 | 0 | 4 | -2 | -1.1 | 1 | -5 | 3 | 2
Cc1ccnc2nc(C(=O)OCC(=O)NCc3cccc(Cl)c3)nn12 | 5 | . | . | 1 | . | 1 | . | -2 | 4
Cc1cccc(C(=O)O/N=C2\CCS(=O)(=O)c3sccc32)c1 | -2 | 0 | -1 | 2 | -1.7 | 0 | -1 | 1 | 4

Further records follow:
SMILES | PAD4 FP inh | GSTO1 counter | Fam108B counter | MCL1 BIM primary | MEX-5 binding | GLD-1 TGE inh | TPT1 inhibitor | BCLXL inh | PME-1 inh
C=CCNc1nc2c(c(=O)n(C)c(=O)n2C)n1CC | 3 | 4 | 1 | 6 | -2.6 | -10 | -4 | 3 | -7
C(=C\c1ccccc1)/C=N/Nc1nc2ccccc2s1 | 0 | 2 | 14 | -1 | 3.4 | 7 | -1 | -1 | 22
NC(=O)C1(N2CCCCC2)CCN(CC(=O)Nc2ccccc2Sc2ccccc2)CC1 | 0 | 13 | 2 | -8 | -0.8 | 5 | 0 | 1 | 5
O=c1/c(=C\c2cc([N+](=O)[O-])cc([N+](=O)[O-])c2O)sc2nc3ccccc3n12 | -19 | -20 | 52* | -54 | . | -61 | 91* | -15 | 4
COc1ccc(-c2nnc(SCC(=O)NC3CCCCC3)o2)cc1OC | -4 | 1 | 1 | -3 | -1.8 | 5 | -3 | 0 | 5
O=C(CCCN1C(=O)c2ccccc2C1=O)Oc1ccc(Cl)cc1 | -5 | 11 | 0 | 1 | -1.0 | -7 | -3 | 5 | 5
COCC1CCCN(C(=O)c2cc(COc3cncc(Cl)c3)on2)C1 (configuration not stated) | 2 | 4 | -5 | -2 | 1.1 | -3 | -1 | 0 | 0
COc1ccc(NC(=O)c2ccco2)cc1NC(=O)COc1ccccc1[N+](=O)[O-] | 1 | 8 | 3 | 8 | -1.9 | -4 | -7 | 5 | 1
Nc1nnn(CC(=O)N/N=C/c2cccc(Cl)c2)n1 | 3 | -2 | 1 | 4 | -2.2 | -2 | -2 | 0 | -2
COc1cc(CN2CCC(C(=O)NCCC(C)C)CC2)ccc1OCc1ccccc1 | 5 | 7 | -4 | 4 | 0.3 | -2 | -2 | 6 | -2
O=[N+]([O-])c1cccnc1NCCNc1ncc(C(F)(F)F)cc1Cl | 2 | -1 | 0 | 0 | -0.4 | 4 | -7 | 9 | 2
C/C(=N\Nc1ccc(S(=O)(=O)Nc2ccc(Cl)cc2)cc1[N+](=O)[O-])c1ccc(N2CCOCC2)cc1 | -2 | -2 | 35* | -2 | 2.2 | 7 | 1 | 4 | 2
Cc1cc(C(=O)Nc2ccccc2C)c2ccccc2n1 | -4 | 2 | 5 | -4 | 0.5 | 6 | 5 | 6 | -8
